POLB inh – blocks human DNA polymerase beta activity; Pol beta primer extension/strand displacement, fluorescence kinetic; Potency, µM (top dose mostly 114 µM), for the others: at the top dose activity change, negative = inhibition, usual class: inhibitors; AID 485314; actives 1.3% (n = 340,000); note: potency is the fitted concentration of half-maximal effect; % is set by controls: 0 for no effect and ±100 for the full control effect
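Kinetic readout of DNA synthesis with strand displacement by Pol beta. Compound and 10 nM enzyme sit 15 min at room temperature; 50 nM substrate starts the reaction, read immediately and at 10 min.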
ERG-DNA inh – blocks human ERG Ets domain binding to DNA | P11308 | fluorescence polarization, His-ERG Ets domain / labelled DNA | Potency, µM (top dose mostly 76.9 µM), for the others: top-dose FP activity, negative = inhibition, usual class: inhibitors | actives 0.028% (n = 370,000); active = well fitted inhibition curve with a large enough effect in the polarisation, with a control signal flat; inconclusive = small, poorly fitted or top-dose-only effect, or effect the other way, or a change in a side signal; inactive = no such curve, though single readings can be large or run the other way; the % refers to the polarisation;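 note: polarization taken with two DNA probes labelled with fluorescein and Texas red; potency is the fitted concentration of half-maximal effect; % of control where 0% means no effect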
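His-tagged ERG Ets domain (1 uM in the protein solution; 300mM KCl, 50mM Tris-HCl, 1mM EDTA, 1mM DTT, pH 7.5) received compound, then a probe mix of 5 nM fluorescein-DNA and 100nM Texas-615-DNA. Fluorescence polarization was read for both dyes.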
ALOX12 inh – inhibitors of human 12S-lipoxygenase ALOX12 | purified 12hLO, xylenol orange hydroperoxide absorbance | Potency, µM (top dose mostly 108 µM), without a hit: at the top dose activity change, negative = inhibition, hits mostly inhibitors | actives 1.1% (n = 580,000) | AID 1671190; note: potency is the fitted concentration of half-maximal effect; % is set by controls: 0 for no effect and ±100 for the full control effect
Target sequence (P18054 whole entry, looked up): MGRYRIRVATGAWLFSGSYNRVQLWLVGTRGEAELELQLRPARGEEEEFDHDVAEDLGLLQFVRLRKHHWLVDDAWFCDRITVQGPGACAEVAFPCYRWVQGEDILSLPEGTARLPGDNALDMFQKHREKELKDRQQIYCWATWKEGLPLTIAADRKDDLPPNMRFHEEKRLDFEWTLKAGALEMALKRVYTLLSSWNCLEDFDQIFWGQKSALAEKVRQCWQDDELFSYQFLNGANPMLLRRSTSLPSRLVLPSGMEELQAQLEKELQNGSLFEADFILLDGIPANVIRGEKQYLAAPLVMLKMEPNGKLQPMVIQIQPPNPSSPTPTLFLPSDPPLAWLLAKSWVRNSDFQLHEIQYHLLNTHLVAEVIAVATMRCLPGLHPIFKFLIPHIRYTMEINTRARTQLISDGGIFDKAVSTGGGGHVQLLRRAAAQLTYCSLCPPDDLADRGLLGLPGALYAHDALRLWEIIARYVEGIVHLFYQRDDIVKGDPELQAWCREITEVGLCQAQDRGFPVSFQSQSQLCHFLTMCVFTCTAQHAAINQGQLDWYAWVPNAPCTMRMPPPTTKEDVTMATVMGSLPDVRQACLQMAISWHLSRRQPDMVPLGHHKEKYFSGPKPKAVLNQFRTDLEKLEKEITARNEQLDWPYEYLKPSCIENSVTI
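Purified human 12hLO at 150 nM in 25 mM Hepes, 0.01% Triton X-100, pH 7.0, preincubated 15 min at room temperature with compound. Reaction started with 40 uM arachidonic acid, 30 min at room temperature. Hydroperoxide measured by Fe-xylenol orange, 573/405 nm absorbance ratio.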
APE1 inh – inhibitors of human APE1 endonuclease; actives 0.35% (n = 350,000); AID 2517; Potency, µM (series often up to 65.8 µM), without a hit: at the highest dose activity change, negative = inhibition, actives largely listed as inhibitors; P27695; recombinant APE1, TAMRA/BHQ-2 abasic DNA cleavage fluorescence;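 note: potency is the fitted concentration of half-maximal effect; plate controls were vehicle for no effect and reference inhibitor for full effect; nearly all actives have a fitted effect of over 55% in size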
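Kinetic fluorescence read (525 ex/598 em nm, three reads 60 s apart) of AP-site incision; signal = third minus first read. Enzyme 0.75 nM, dual-labelled THF duplex 50 nM, compound preincubation 15 min RT.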
TRHR agonist – activates the human TRH receptor; P34981; TRHR cells, calcium flux fluo-8, FDSS agonist mode; actives 0.18% (n = 360,000); activation, % at 2 µM; in the data active = activation above about 30%; note: 0% is about no effect
Target sequence (P34981 whole entry, looked up): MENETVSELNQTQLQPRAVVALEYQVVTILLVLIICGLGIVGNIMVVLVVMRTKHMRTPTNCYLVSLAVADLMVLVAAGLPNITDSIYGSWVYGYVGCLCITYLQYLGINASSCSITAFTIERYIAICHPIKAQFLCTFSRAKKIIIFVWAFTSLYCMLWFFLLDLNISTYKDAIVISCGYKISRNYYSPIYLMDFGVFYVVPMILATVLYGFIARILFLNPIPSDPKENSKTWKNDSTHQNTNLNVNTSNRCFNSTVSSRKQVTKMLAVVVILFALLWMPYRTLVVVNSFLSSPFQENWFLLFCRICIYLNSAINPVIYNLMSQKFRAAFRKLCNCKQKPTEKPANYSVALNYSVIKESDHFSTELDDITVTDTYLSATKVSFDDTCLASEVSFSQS
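TRHR-expressing cells loaded with fluo-8 calcium dye; 23 nL library compound pin-transferred, kinetic FDSS fluorescence (Ex 480/Em 530) recorded about 180 s for agonist-induced calcium release, before a 10 nM TRH EC20 addition for potentiator mode.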
Anesthetic bind – candidate novel general anesthetic via apoferritin binding; AID 485281; actives 0.074% (n = 350,000); apoferritin/1-aminoanthracene competitive binding, fluorescence; P02791; Potency, µM (series often up to 77.5 µM), without a hit: at the highest dose activity change, negative = displacement, actives largely listed as inhibitors; note: potency is the fitted concentration of half-maximal effect; % is set by controls: 0 for no effect and ±100 for the full control effect; nearly all actives have a fitted effect of over 20% in size
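Horse-spleen apoferritin (10 uM) was mixed with 50% saturated 1-aminoanthracene in PBS, exposed to compounds for 10 min at room temperature, and read for fluorescence (ex 380 nm, em 535 nm). Competitive displacement was fitted with a four-parameter Hill equation.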
BLM helicase inh – inhibitors of human Bloom syndrome helicase BLM; actives 0.2% (n = 350,000); AID 2528; recombinant BLM DNA unwinding, fluorescence dequenching; Potency, µM (series often up to 56.1 µM), without a hit: at the highest dose activity change, negative = inhibition, most hits filed as inhibitors; P54132;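 note: potency is the fitted concentration of half-maximal effect; plate controls were vehicle for no effect and no enzyme for full effect; nearly all actives have a fitted effect of over 35% in size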
POLI inh – DNA polymerase iota (human) inhibition; Q9UNA4; Pol iota fluorescent replication assay, 10 min; Potency, µM (doses to about 115 µM), for the others: at the top dose activity, negative = inhibition, most hits filed as inhibitors; actives 1% (n = 390,000); AID 588590; note: potency is the fitted concentration of half-maximal effect
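Pol iota at 10 nM preincubated 15 min with compounds at room temperature; reaction started with fluorescent substrate, 50 nM final. Fluorescence read kinetically at 0 and 10 min; buffer-only wells as negative control.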
Pol kappa inh – blocks human DNA polymerase kappa activity | Q9UBT6 | purified Pol kappa, fluorescent DNA synthesis assay, 10 min | Potency, µM (highest dose often 107 µM), inactives show at the top dose activity, negative = inhibition, actives largely listed as inhibitors | actives 0.53% (n = 400,000); note: potency is the fitted concentration of half-maximal effect; % is set by controls: 0 for no effect and ±100 for the full control effect
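Readout: fluorescence, taken kinetically at 0 and 10 min. Conditions: 10 nM Pol kappa, 15 min RT compound preincubation, 50 nM substrate final. Controls: enzyme-free buffer wells.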
The depositor's hits bear a star; ? = inconclusive; . = not tested or not shown; [ ] = remark or other dose. Unless noted, calls come from the whole dose curve; as a rule, active = well fitted curve in the direction sought with a large enough effect; inconclusive = small, poorly fitted or top-dose-only effect, or another doubt; inactive = no such curve, though single readings can be large; an effect the other way counts as inactive or inconclusive. The list is partial, so the mix of outcomes need not match the whole.

Structure	POLB inh	ERG-DNA inh	ALOX12 inh	APE1 inh	TRHR agonist	Anesthetic bind	BLM helicase inh	POLI inh	Pol kappa inh
CC1(C)SC(=S)N(NC(=O)Nc2ccccc2)C1N(O)C(=O)Nc1ccccc1 (configuration not stated)	-12.0%	-8.9%	0.0%	-9.2%	2.3	?	-14.3%	-11.4%	-4.1%
CCn1c(=O)c(C(=O)Nc2cnccn2)c(O)c2ccccc21	27.2%	.	.	2.0%	0.7	-2.6%	0.5%	.	.
COc1ccccc1CN1CCN(C(c2ccccc2)c2ccccc2)CC1	10.8%	8.3%	?	4.4%	-0.2	-4.6%	-3.8%	6.5%	-0.6%
Cc1nnc(NC(=O)C(C)Sc2nnc(-c3ccco3)n2C)s1 (configuration not stated)	4.9%	14.6%	-1.4%	2.6%[12.4 µM]	0.5	-2.5%	-0.5%	31.1%[activator]	-12.7%
Cc1cccc(C)c1NC(=O)C1CCCNC1 (configuration not stated)	22.2%	-1.1%	-1.9%	2.6%	1.0	-5.0%	-1.8%	10.8%	-3.3%
O=C(COC(=O)c1c2c(nc3ccccc13)CCCCC2)c1ccc(Cl)s1	4.1%	-12.5%	-9.2%	-9.8%	0.0	?	-9.2%	52.7%[activator]	-12.3%
CC(C)OCCCn1c(=O)c2ccccc2n2c(CCC(=O)NC3CCN(Cc4ccccc4)CC3)nnc12	-22.0%	11.1%	-0.4%	-4.2%	-1.9	-10.1%	-1.7%	16.4%	1.7%
Cc1cccc(C(C#N)c2ccc(Cl)nn2)c1 (configuration not stated)	0.6%	45.9%[activator]	1.3%	4.7%	-0.8	-5.8%	-4.4%	76.2%	3.3%
Cc1cc(C)n2nc(SCC(=O)N3CC(C)CC(C)C3)nc2n1 (configuration not stated)	.	1.4%	1.2%	26.6%	.	.	.	89.9%[activator]	-15.1%
CN(C(=O)c1ccncc1)c1nnc(-c2cnccn2)s1	-22.2%	3.0%	0.0%	2.7%	0.5	-2.5%	-3.1%	-9.1%	7.6%
Cc1c(NC(=O)Nc2cccc(C#N)c2)c(=O)n(-c2ccccc2)n1C	48.1%	-7.0%	-5.0%	-5.6%	0.6	1.7%	-6.3%	-4.8%	13.8%
CC(=O)NCCNC(=O)CNC(=O)c1ccc(Cl)cc1	28.6%	2.3%	-22.9%	6.3%	-1.1	2.1%	2.3%	12.1%	-17.7%
CC1(C)CN=C(NC2CCCCC2)S1	49.3%	.	-11.7%	-0.5%	0.0	-8.1%	-4.2%	23.9%	-3.3%
O=C(CSC1=NS(=O)(=O)c2ccccc2N1)Nc1ccc(F)cc1	.	11.6%	?	-11.4%	-1.3	.	.	-9.8%	-20.8%
COC(=O)c1cccc(C(=O)Nc2cnc3ccccc3c2)n1	-8.9%	-3.4%	5.0%	2.9%	-1.1	-12.7%	-7.8%	18.5%	-3.1%
COc1cccc(-c2cc(C(=O)Nc3ccc(OC)c(OC)c3)no2)c1	-2.8%	0.4%	16.7%	-5.5%	27.4	-17.8%	-1.9%	25.2%	-0.6%
CONc1nc2nonc2nc1NOC	49.0%	-8.3%	-24.3%	-10.7%	0.3	-11.0%	3.7%	-2.9%	-4.7%
Cc1ccsc1CN(C)CC(=O)Nc1ccc([N+](=O)[O-])cc1Cl	-0.2%	-2.9%	-9.9%	10.6%	0.9	-17.3%	-8.1%	19.2%	-17.3%
CC1C(=O)N(c2ccc(S(=O)(=O)N(C)C)cc2)C1(/C=C/c1ccccc1)C(=O)NC1CCCC1 (configuration not stated)	5.4%	13.2%	-15.8%	2.9%	-0.6	4.5%	-11.1%	17.4%	-2.7%
O=C(OCC(=O)N1CCN(Cc2ccccc2)CC1)c1ccc(Cl)cc1	?	-0.7%	-10.4%	-2.7%	-0.6	-9.9%	-3.9%	-22.3%	-10.6%
COc1ccc(C(=O)Nc2ccc(NC(=O)c3cccs3)cc2)cc1[N+](=O)[O-]	-1.0%	-9.2%	-5.6%	0.0%	0.8	-4.5%	-3.3%	12.1%	-1.0%
CCS(=O)(=O)c1nc(S(=O)(=O)c2ccc(C)cc2)c(NCc2ccccn2)s1	31.2%	-1.8%	-2.7%	37.2%	-0.3	-10.6%	-0.5%	-19.2%	-3.3%
COc1ccc(/C=N/NC(=O)c2ccc3c(c2)NC(=O)C(C)(C)O3)cc1OC	?	0.9%	15.8%	18.4%[12.4 µM]	-0.2	-9.5%	3.0%	47.7%[activator]	-7.5%
O=C1CC(c2cccnc2)c2cc3c(cc2N1)OCCO3 (configuration not stated)	-7.3%	-5.6%	8.4%	3.9%	-0.4	3.2%	4.4%	-4.0%	-10.0%
COc1ccccc1NC(=O)CCSc1nnc(-c2ccncc2)o1	?	3.2%	-7.3%	1.7%	0.3	-6.5%	-2.5%	139.8%[activator]	2.7%
COc1ccc(OC)c(NC(=O)Cn2c(=O)cc(-c3ccccc3)c3c(C)nn(C)c32)c1	?	-3.6%	?	.	0.1	-11.4%	-17.7%	-4.4%	0.0%
CCn1c(-c2cc(-c3ccccc3)sc2N)n[nH]c1=S	13.7%	-1.3%	0.0%	-2.0%	-0.6	6.1%	-4.3%	31.9%[activator]	1.1%
CC(=O)Oc1ccc(C2C3=C(CC(C)(C)CC3=O)Nc3cc4c(cc32)OCCO4)cc1 (configuration not stated)	-7.6%	0.5%	22.3%	?	-0.9	13.5%	-2.7%	-18.2%	-3.0%
CC(=O)c1sc(NC(=O)c2cccs2)nc1C	35.0%	-14.6%	0.0%	-13.8%	-0.1	-1.7%	-5.0%	38.2%[activator]	4.2%
CCN(CC)S(=O)(=O)c1ccc(N2CCCCC2)c(NC(=O)/C(C#N)=C/c2ccc(OC)cc2)c1	-0.8%	-0.3%	-12.9%	-0.4%	0.3	0.5%	-6.5%	16.7%	-16.0%
CCOc1ccc(Nc2nc(Cc3nnc(SCC(=O)NC4CCCC4)n3C)cs2)cc1	19.3%	.	7.2%	10.4%	-0.1	-11.5%	-3.6%	8.5%	-1.4%[60.1 µM]
NS(=O)(=O)c1ccc(N2N=C(c3ccccc3)CC2c2ccccc2Br)cc1 (configuration not stated)	.	-4.0%	-9.9%	0.1%	.	.	.	23.1%	-21.9%
COC(=O)c1sccc1S(=O)(=O)N(CC(=O)NCc1ccc(C)cc1)c1ccc(C)cc1	-13.4%	-2.7%	-1.0%	.	-0.3	-16.0%	-1.5%	5.4%	0.0%
COc1ccc(OCC(=O)Nc2ccc(Cl)c(-c3nc4ncccc4o3)c2)cc1	-18.0%	9.3%	0.0%	.	0.6	-1.5%	-2.3%	-18.5%	0.1%
Cc1ccc(-c2nc3ccccc3c(=O)n2Cc2ccccc2)cc1	15.1%	.	-12.5%	-1.7%	0.0	-19.6%	-7.8%	18.7%	-12.2%
Cc1ccc(C(=O)Nc2nnc(S(=O)(=O)Nc3ccccc3C)s2)cc1C	?	10.6%	-4.2%	46.0%[activator]	0.2	?	-1.9%	-26.8%	-15.0%
CC[C@]1(C(=O)OC)[C@H]2C(=O)N(C)C(=O)[C@H]2[C@H]2CN=C(SCc3ccc(OC)cc3)N21	.	5.0%	?	-10.1%	.	.	.	?	-8.3%
CCC(C)NC(=O)CSc1ncnc2sccc12 (configuration not stated)	5.7%	9.5%	1.5%	-5.0%	0.1	-4.0%	-4.0%	25.2%	-1.9%
CC(C)=NNc1nc(-c2ccccc2)c(C)s1	-2.5%	-2.1%	-12.9%	-2.3%	-0.3	-15.2%	-2.3%	56.0%[activator]	-3.6%
COc1ccc(OC)c(CNC(=O)C2CCC(=O)N2C(C)C)c1 (configuration not stated)	0.0%	0.8%	16.5%	-1.2%	-0.2	-0.5%	0.1%	-21.7%	-20.4%[60.1 µM]
COc1ccc(/C=N/c2oc(-c3ccccc3)cc2C#N)cc1	-7.6%	-0.6%	137.6%[activator]	0.0%	-0.5	-8.3%	-7.4%	-4.6%	-18.2%
CCN(CC)CCC=C(c1cccs1)c1cccs1	.	16.2%	50.1µM*	.	.	.	.	?	?
Cc1ccc(S(=O)(=O)c2nnn3c2nc(N2CCOCC2)c2ccccc23)c(C)c1	1.4%	-7.7%	0.0%	4.8%	0.1	-9.1%	-2.5%	-12.0%	-4.2%
CCc1ccc(C(=O)Cn2ncc(Cl)c(Cl)c2=O)cc1	50.1µM*	5.5%	285.8%[activator]	?	-0.7	?	-6.5%	?	-17.2%
Cc1ccccc1CNC(=O)CCCn1c(=O)c2cccn2c2cccnc21	?	1.1%	?	.	0.2	5.2%	-2.3%	-8.1%	-17.4%
O=c1cnn([C@@H]2O[C@H](CO)[C@@H](O)[C@H]2O)c(=O)[nH]1	-4.7%	5.3%	.	-5.1%	-0.4	-0.5%	-2.1%	9.0%	-20.5%
CN(NC(=S)Nc1ccc(OC(F)F)cc1)C(=S)Nc1ccc(OC(F)F)cc1	-8.1%	-3.4%	-8.0%	3.8%	-1.4	-3.0%	-7.4%	23.4%	2.0%
O=C(NCCCn1ccnc1)C(=O)NCC1OCCCN1S(=O)(=O)c1ccc(Cl)cc1 (configuration not stated)	-20.5%	3.1%	-14.4%	5.6%	-0.4	-8.3%	-2.0%	20.6%	-17.4%

A different layout for part of the listing above.
Each structure is followed by: POLB inh	ERG-DNA inh	ALOX12 inh	APE1 inh	TRHR agonist	Anesthetic bind	BLM helicase inh	POLI inh	Pol kappa inh
Cc1ccc(-c2nc3ccccc3c(=O)n2Cc2ccccc2)cc1
  15.1%	.	-12.5%	-1.7%	0.0	-19.6%	-7.8%	18.7%	-12.2%
Cc1ccc(C(=O)Nc2nnc(S(=O)(=O)Nc3ccccc3C)s2)cc1C
  ?	10.6%	-4.2%	46.0%[activator]	0.2	?	-1.9%	-26.8%	-15.0%

Compound activity: PubChem BioAssay, National Center for Advancing Translational Sciences (NCATS)
